# Screening results (PubChem)
# RAD54 branch – RAD54 (human) branch migration inhibition. Q92698. RAD54 Holliday junction branch migration, FAM/BHQ fluorescence. inhibition, % at 10.4 µM. 0.14% of 360,000 active. AID 602329;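 active means mean normalized replicate activity at least 40 and at least half of replicates scoring 40 or more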;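 further: 0% = median of neutral control wells and 100% = median of positive control wells; inhibitors cause a drop in the FAM fluorescence signal; in these data hits start at about 50%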
# GSIS activator – GLuc luminescence reporter in INS-1E cells, primary screen for activators of glucose-dependent secretion of insulin; INS-1E GLuc reporter insulin secretion, 2-3 h; activation, % at 16.6 µM; 0.61% of 370,000 active; AID 743287;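 active means lowest replicate activation of at least 40%, so every replicate reaches that level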;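 further: 0% = median of neutral control wells and 100% = median of IBMX positive control wells; some compounds called inactive have numbers as strong as hits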
# F508del corr – CFTR F508del correction in bronchial cells; CFBE cells, YFP halide quenching; stimulated with forskolin plus potentiator P3; % fluorescence drop versus neutral controls; activity (quench increase), % at 7.58 µM; 0.36% of 350,000 active;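 active means mean added fluorescence quench of at least 8% versus neutral control, with both replicates also reaching 8%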;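 further: cells transiently co-express mutant CFTR-F508del with the halide-sensitive YFP; corrector assay measuring rescue of mutant channel to the surface after 24 h compound exposure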
# XiGFP reactiv – X-chromosome reactivation activator; XiGFP mouse fibroblasts, % GFP-positive cells imaging, 3 d; cells co-treated with 5-aza-dC sensitizer; scaled so ellipticine positive control = 100%; activation, % at 7.58 µM; 0.055% of 360,000 active; AID 743238;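 active means mean normalized replicate activation at least 10% and every replicate at or above 10%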;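 further: 0% = median of on-plate neutral control wells and 100% = ellipticine 6 µM median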
#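 Material: XiGFP fibroblasts, SV40-immortalized; Buffer or medium: DMEM containing 5-aza-dC; Compound dosing: single point; Times: 3 days compound exposure.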
# ERAP1 HTS inh – ERAP1 (human) enzyme inhibition. recombinant ERAP1, Leu-AMC fluorescence, 60 min. inhibition, % at 10.7 µM. 0.15% of 340,000 active. AID 652197. Q9NZ08;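 active means mean replicate inhibition of at least 30%, or all replicates individually reaching that 30% level; inactive means mean below 30% and not every replicate reaching it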;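 further: 0% = neutral control wells and 100% = L-leucinethiol positive control wells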
# Target sequence (Q9NZ08 whole entry, looked up): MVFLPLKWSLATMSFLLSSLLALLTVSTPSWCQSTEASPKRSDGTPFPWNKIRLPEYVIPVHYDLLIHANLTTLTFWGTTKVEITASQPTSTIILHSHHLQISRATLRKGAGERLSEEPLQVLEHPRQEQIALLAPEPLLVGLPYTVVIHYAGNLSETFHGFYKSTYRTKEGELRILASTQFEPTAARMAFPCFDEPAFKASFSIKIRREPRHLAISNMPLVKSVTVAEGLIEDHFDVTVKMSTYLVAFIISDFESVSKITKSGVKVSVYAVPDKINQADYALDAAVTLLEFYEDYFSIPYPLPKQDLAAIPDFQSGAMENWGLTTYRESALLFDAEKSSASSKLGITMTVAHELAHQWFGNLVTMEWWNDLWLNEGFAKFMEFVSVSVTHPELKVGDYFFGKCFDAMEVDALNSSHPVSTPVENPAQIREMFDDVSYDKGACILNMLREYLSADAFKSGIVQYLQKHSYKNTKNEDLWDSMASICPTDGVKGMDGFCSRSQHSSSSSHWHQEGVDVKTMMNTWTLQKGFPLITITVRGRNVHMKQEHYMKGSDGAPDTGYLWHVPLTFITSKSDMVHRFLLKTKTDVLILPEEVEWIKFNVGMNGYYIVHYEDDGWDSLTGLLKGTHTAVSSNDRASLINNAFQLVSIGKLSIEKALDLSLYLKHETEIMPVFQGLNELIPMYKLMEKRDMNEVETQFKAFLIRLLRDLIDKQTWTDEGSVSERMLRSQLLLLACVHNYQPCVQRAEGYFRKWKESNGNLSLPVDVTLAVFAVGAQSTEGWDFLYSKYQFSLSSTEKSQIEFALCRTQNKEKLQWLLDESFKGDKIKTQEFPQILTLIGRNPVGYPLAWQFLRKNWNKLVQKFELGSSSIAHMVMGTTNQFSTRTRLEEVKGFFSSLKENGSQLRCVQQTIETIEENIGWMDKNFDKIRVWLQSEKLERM
# esBAF inh – SWI/SNF esBAF complex inhibition. mouse ES cells, Bmi1-luciferase knock-in reporter, 24 h; 100% = twice the neutral-well signal. reporter increase, % at 12.5 µM. 2% of 350,000 active. AID 602393; in the data active means activation above about 40%;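 further: 0% = median of the plate's neutral control wells and 100% = double that signal; a rise in the Bmi1 reporter signal indicates esBAF inhibition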
# RAD52 inh – inhibitors of human RAD52 DNA annealing; P43351; recombinant RAD52 DNA annealing, FRET fluorescence; inhibition, % at 18.7 µM; 0.46% of 360,000 active; AID 651710;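 active means every replicate showing at least 50% inhibition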
# ARNT TACC3 PPI – ARNT/TACC3 interaction disruption. 0.66% of 390,000 active. AID 623870. inhibition, % at 9.99 µM. Q9Y6A5. AlphaScreen His-ARNT PAS-B/GST-TACC3 binding, luminescence; TACC3 fragment carries E629A point mutation;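 active means mean inhibition of replicates at least 50% and at least half of replicates each reaching 50%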;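 further: 0% = complete ARNT plus TACC3 wells and 100% = ARNT alone without TACC3; many hits fall short of the cut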
# The depositor's hits bear a star; · = no result given.
Structure,RAD54 branch,GSIS activator,F508del corr,XiGFP reactiv,ERAP1 HTS inh,esBAF inh,RAD52 inh,ARNT TACC3 PPI
COc1ccc(N2CCN(S(=O)(=O)c3ccc4c(c3)NC(=O)CS4)CC2)cc1,-3.8,8.0,-2.5,0.0,4.1,11.1,-2.6,-5.7
COc1ccc(OCCn2cc(C=O)c3ccccc32)cc1,-28.3,-17.6,2.3,0.2,-4.1,0.6,-12.1,5.7
CC(C)OC(=O)C1C(=O)CC(C)(O)C(C(=O)OC(C)C)C1c1cccc([N+](=O)[O-])c1 (configuration not stated),·,-4.8,-0.2,0.1,2.5,·,-1.4,-1.4
CCCCn1c(CN2CCN(c3ccc(F)cc3)CC2)nc2c1c(=O)n(C)c(=O)n2C,4.2,-4.3,2.4,0.0,3.8,3.5,-17.5,-15.5
Cc1c(-c2ccc(Cl)cc2Cl)nc2ccccc2c1C(=O)NCCN1CCOCC1,-4.0,-5.3,0.7,0.1,-2.5,0.2,2.8,-7.3
O=C(NCC1CCCO1)c1csc2c1CCCCC2 (configuration not stated),-3.9,14.6,·,·,·,5.2,·,1.1
CCN(C(=O)c1cc2c(=O)[nH]c3ccc(C)cc3c2s1)c1ccccc1F,·,2.0,-2.1,0.0,0.3,·,-4.3,-7.2
CC(C)N(CC(N)=O)c1ccc(S(=O)(=O)N2CCCC2)cn1,-2.0,15.2,-0.5,0.2,0.0,-1.1,-7.8,6.4
Cc1nnc(N/N=C/c2cc(C)n(-c3ccc(F)cc3)c2C)n1N,·,·,-2.5,0.1,-4.9,·,19.3,33.3
CCN1CCN(C(CNS(=O)(=O)c2cccs2)c2cccnc2)CC1 (configuration not stated),-10.6,0.9,-1.4,0.3,-0.1,-4.8,-6.5,0.3
O=C(C1CCCC1)N1CC(=O)N2[C@H](CO)[C@H](c3ccc(-c4cccnc4)cc3)[C@H]2C1,·,8.2,-1.7,0.1,-4.2,·,-11.4,·
COc1ccc(N=C/C=C2/C=C(c3ccccc3)OC(C)(C)O2)cc1,2.8,3.9,-3.1,-0.1,-1.1,-6.9,-5.4,·
Cc1ccc(OCc2cc(C(=O)N3CCc4[nH]cnc4C3c3ccccn3)no2)cc1C (configuration not stated),-2.9,-19.4,0.0,0.0,2.3,-1.1,-8.8,30.2
Cc1onc(-c2c(F)cccc2Cl)c1C(=O)Oc1ccccc1,·,-5.8,0.7,0.6,8.3,·,5.1,·
C[C@@H]1CN([C@@H](C)CO)C(=O)c2cc(-c3ccc(F)cc3)cnc2O[C@H]1CN(C)CC1CCCC1,-0.4,-6.9,-0.1,0.0,0.0,-7.3,17.9,20.9

# Next section.
Structure,RAD54 branch,GSIS activator,F508del corr,XiGFP reactiv,ERAP1 HTS inh,esBAF inh,RAD52 inh,ARNT TACC3 PPI
CCOC(=O)c1[nH]ncc1CN1CCCC(C(=O)c2ccc(OC)c(OC)c2)C1 (configuration not stated),0.9,-1.4,-0.9,0.0,-1.9,3.9,0.9,-0.9
c1ccc(C(c2nnnn2C2CCCC2)N2CCCCCC2)nc1 (configuration not stated),-10.4,1.8,·,·,·,-6.8,·,19.6
CNC(=O)C12N=CNN=C1N(C)C(=O)N2C (configuration not stated),-8.6,5.4,1.0,0.0,-0.4,-9.2,-2.6,-2.3
O=C(Nc1ccncc1)Nc1cccc(C(F)(F)F)c1,-2.7,-2.1,-1.5,0.2,-0.9,-12.8,-4.5,-3.7
CCOC(=O)C1C(c2cc(OC)c(O)c(OC)c2)NC(=S)NC1(O)C(F)(F)F (configuration not stated),-5.5,·,·,-0.1,-2.6,-6.7,12.5,0.1
CCOC(=O)Cc1cc(=O)[nH]c(=O)[nH]1,·,14.7,·,0.0,-2.0,·,-2.1,-2.7
CCOC(=O)[C@]12CCCC=C1N(Cc1cccc3ccccc13)C(=O)[C@H](CC(=O)NCCCCc1ccccc1)C2,·,-17.6,-0.2,-0.1,-1.1,·,-1.6,·
O=C(OCc1nc2ccsc2c(=O)[nH]1)c1cccc(S(=O)(=O)N2CCOCC2)c1,7.0,30.3,4.8,0.1,-0.5,0.0,-8.0,4.4
CC(C)NC(=O)Nc1ccc2c(c1)CC(=O)N([C@H](C)CO)C[C@H](C)[C@@H](CN(C)S(C)(=O)=O)O2,2.6,9.2,-2.0,-1.4,-2.3,-2.2,-7.8,-1.4
CCCCNC(=O)C1(C)CCN1C(=O)c1csnn1 (configuration not stated),-0.7,11.3,-4.7,0.0,0.5,-6.0,-11.5,·
COc1cccc(CNc2ccccn2)c1O,8.1,-18.5,0.3,0.0,7.3,32.8,-8.0,-0.4
COc1ccc(C(CNC(=O)C(C)Sc2ccccc2)N2CCOCC2)cc1 (configuration not stated),-8.9,-12.1,1.1,0.1,-1.9,-0.8,2.7,0.0
COc1ccc(NC(=O)C2=NNC(=O)CC2)cc1S(=O)(=O)N1CCCCC1,-1.9,11.3,0.9,0.2,-2.6,4.8,-13.4,-4.0
COc1cc(/C=C/CN2CCC(C(=O)NC(c3ccc(F)cc3)c3ccc4ccccc4n3)CC2)ccc1OC(C)=O (configuration not stated),0.6,-15.3,-4.0,-0.1,2.1,-10.1,-47.8,·
Cc1c(NC(=O)NC2CCCCC2)cccc1[N+](=O)[O-],8.0,18.5,-6.0,0.1,-1.1,1.8,5.2,5.4

# Following part:
Structure,RAD54 branch,GSIS activator,F508del corr,XiGFP reactiv,ERAP1 HTS inh,esBAF inh,RAD52 inh,ARNT TACC3 PPI
N#Cc1c(-c2ccccc2)nc(N2CCN(Cc3ccccc3)CC2)[nH]c1=O,0.0,8.8,2.9,0.1,2.1,-1.1,-4.9,3.5
COc1ccc(-n2nnc3c(=O)n(CC(=O)N4CCC(Cc5ccccc5)CC4)cnc32)cc1,-1.1,15.2,0.5,0.2,3.1,6.1,4.9,-0.8
Cc1cc(S(=O)(=O)Nc2ccc(C(=O)NCC(c3ccco3)N3CCCC3)cc2)ccc1F (configuration not stated),8.4,-7.3,0.6,1.8,-3.6,-1.1,-35.9,-1.5
C[C@H](CO)N1C[C@H](C)[C@H](CN(C)C(=O)Nc2ccc(F)cc2)Oc2ccc(NC(=O)Cn3cnnn3)cc2CC1=O,·,7.1,0.6,0.0,·,-3.1,·,·
Cc1ccc2nc(-c3ccc(NC(=O)CN4C(=O)NC(C)(c5ccc(OC(F)F)cc5)C4=O)cc3)sc2c1 (configuration not stated),·,0.3,·,-0.2,0.8,·,-214.2,-9.0
COc1cc(OC)c(C(=O)Nc2ccc(S(=O)(=O)N3CCCCC3)cc2)cc1OC,0.2,-28.9,4.4,0.0,0.3,5.9,3.0,-3.3
O=C(O)CCCN=Cc1c(O)c2ccccc2oc1=O,3.0,0.9,1.3,0.0,-2.0,·,1.0,2.4
Cc1cccc(Nc2cnn(C34CC5CC(CC(CC(=O)O)(C5)C3)C4)c(=O)c2Cl)c1,-1.5,4.4,0.4,·,3.7,-2.3,-1.7,-3.5
COc1ccc(/C=N/NC(=O)c2cccnc2)cc1CN1CCN(c2ccc(F)cc2)CC1,4.4,-7.9,2.6,0.0,-3.9,-0.1,-8.2,16.5
COc1cccc(NC(=O)COc2cccnc2[N+](=O)[O-])c1,5.4,-1.1,-1.5,0.1,-2.5,20.0,-6.6,15.6
CCCCCC(=O)N1CC2(CC)CN(C(=O)CCCCC)CC(CC)(C1)C2=O,-9.2,-25.5,1.8,0.7,·,-1.0,0.4,-2.2
O=C(C[C@@H]1C=C[C@@H](NC(=O)C2CCOCC2)[C@H](CO)O1)Nc1ccccc1,·,17.0,-3.1,-0.1,-1.1,·,14.0,·
O=C(CSc1nnc(-c2cccs2)n1C1CC1)NC1CCS(=O)(=O)C1 (configuration not stated),1.3,12.2,-1.3,0.2,-1.0,3.8,-9.1,-6.0
COc1ccc(S(=O)(=O)Nc2ccc3c(c2)CC(=O)N([C@@H](C)CO)C[C@@H](C)[C@H](CN(C)C(=O)NC2CCCCC2)O3)cc1,0.4,-2.4,0.5,0.0,-0.2,1.9,-12.6,3.3
Cc1ccc(OCC(=O)Nc2cccnc2Cl)cc1C,·,-3.5,-1.3,0.3,-3.5,6.4,-3.8,-4.2

# Continuation:
Structure,RAD54 branch,GSIS activator,F508del corr,XiGFP reactiv,ERAP1 HTS inh,esBAF inh,RAD52 inh,ARNT TACC3 PPI
Cc1cccc(N2CC(C(=O)NCc3ccco3)CC2=O)c1C (configuration not stated),8.6,2.6,1.3,0.1,-4.1,-2.6,-16.4,-3.3
O=c1c2ccccc2nc(-c2ccco2)n1Cc1ccccc1,2.9,64.1*,·,·,·,51.7*,·,-1.6
CC(=O)NCC(=O)NC(C(=O)Nc1ccc2c(c1)OCCO2)c1ccccc1 (configuration not stated),-0.5,11.8,·,·,-3.3,-2.9,-15.5,·
Cc1c(C(=O)OC(C)C)sc(NC(=O)C2CCCO2)c1C(=O)OC(C)C (configuration not stated),4.4,12.8,1.1,·,-1.5,-2.9,-10.3,-6.4
CC12CCC(=O)C=C1CCC1C2C(O)CC2(C)C1CCC2(O)C(=O)COC(=O)COCC(=O)O (configuration not stated),·,·,6.1,0.0,1.4,-2.2,-47.4,-9.2
CCOc1ccccc1NC(=O)Nc1cccc(S(N)(=O)=O)c1,-3.5,-6.3,·,4.9,-8.0,·,-6.4,·
NC(=O)[C@H]1CC2(CC(c3cccc(NC(=O)COc4ccc(Cl)cc4)c3)=NO2)CN1C(=O)Cc1ccc([N+](=O)[O-])cc1 (some centres not stated),-1.4,4.1,-2.3,0.1,0.8,-15.2,-41.2,-4.6
Cc1noc(C)c1S(=O)(=O)Nc1ccc2c(c1)C(=O)N([C@@H](C)CO)C[C@@H](C)[C@H](CN(C)C(=O)c1ccccc1)OCCCC[C@H](C)O2,-6.0,-3.5,-0.4,0.0,0.5,-1.9,19.1,-19.1
CCn1nnnc1SCC(=O)N1c2ccccc2NC(=O)CC1C (configuration not stated),1.7,10.5,-3.0,0.1,-3.4,-5.0,-7.3,-3.0
C=CC(=O)N1C/C(=C/c2ccc(F)cc2)C(=O)/C(=C\c2ccc(F)cc2)C1,·,-3.4,-1.4,0.8,-0.5,-80.6,-4.6,16.4
CCOc1ccc(OCCCC(=O)NCCc2ccc(OC)cc2)cc1,4.2,-7.7,5.1,-0.1,0.2,1.3,-7.3,-10.1
COc1ccc(/C=C/c2nnc(NC(=O)COc3cccc(C)c3)s2)cc1,·,13.8,·,0.1,4.9,·,-8.5,-6.6
O=C(CSc1ccccc1)NCCc1ccccc1,7.8,15.4,-0.5,0.1,1.7,52.2*,-6.2,-3.0
C/C=C/c1ccc([C@H]2[C@@H](CO)N(C(=O)CC)[C@H]2CN(C)C(=O)NC(C)C)cc1,·,0.3,1.9,0.0,0.4,·,-11.4,·
Cc1ccc(S(=O)(=O)N2[C@H](c3ccccc3)CC(=O)[C@@H]3CN(S(=O)(=O)c4ccccc4)[C@H](c4ccccc4)C[C@@H]32)cc1,23.2,11.5,-0.5,0.0,·,4.3,-13.4,·
Nc1c(C(=O)Nc2ccccc2)c2nc3ccccc3nc2n1CCCN1CCOCC1,18.5,·,1.4,0.0,0.0,-7.5,8.5,7.1
